Compound activity from PubChem BioAssay.
Rab9 promoter act: Rab9 promoter activation | AID 485297 | Potency, µM (titrated, usually from 9.22 µM), inactives show top-dose activation, negative = inhibition, most hits filed as activators | Huh7 Rab9 promoter-luciferase reporter, luminescence, 24 h | actives 2.8% (n = 320,000); note: potency is the fitted concentration of half-maximal effect; % of control where 0% means no effect; nearly all actives have a fitted effect of over 60% in size
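Huh7 cells stably carrying a Rab9 promoter-luciferase reporter, 1500 cells per well in OP-MEM I with 10% FBS, treated with compound 24 hours at 37C. Luciferase activity read by luminescence after 10 minutes with Amplite reagent.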
VP16 counter: counter-screen for ROR gamma inhibitors: Gal4-VP16 reporter; actives 3.5% (n = 310,000); Potency, µM (doses to about 53.6 µM), for inactives: at the top dose activity, negative = inhibition, most hits filed as inhibitors; Drosophila S2 Gal4-VP16 UAS-luciferase, luminescence, 20 h;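 note: Gal4-VP16 expression switched on by copper sulfate through the metallothionein promoter; potency is the fitted concentration of half-maximal effect; % is set by controls: 0 for no effect and ±100 for the full control effect; nearly all actives have a fitted effect of over 50% in size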
PKM2 activator: PKM2 (human) enzyme activation. P14618. Potency, µM (titrated, usually from 57.5 µM), without a hit: at the top dose activation, actives largely listed as activators. AID 1631. actives 0.34% (n = 260,000). purified PKM2, Kinase-Glo ATP luminescence, activation; response scale: 0% is enzyme alone, no compound; note: potency is the fitted concentration of half-maximal effect; % is set by controls: 0 for no effect and ±100 for the full control effect; nearly all actives have a fitted effect of over 55% in size
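Purified hPK-M2 (>95% pure) converted ADP (0.1 mM final) to ATP with 0.5 mM PEP in 50 mM imidazole pH7.2, KCl, MgCl2, Tween 20, BSA; 1 h at room temperature. ATP detected by Kinase-Glo luminescence.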
Menin MLL FP TR: displaces Texas Red mutant MLL peptide from human menin; O00255; Menin + Texas Red MLL mutant peptide, fluorescence polarization; Potency, µM (top dose mostly 61.6 µM), without a hit: top-dose FP activity change, negative = inhibition, usual class: inhibitors; actives 0.23% (n = 270,000); active = well fitted inhibition curve with a large enough effect in the polarisation, with a control signal flat, not every such curve was filed as active; inconclusive = small, poorly fitted or top-dose-only effect, or effect the other way, or a change in a side signal; inactive = no such curve, though single readings can be large or run the other way; the % refers to the polarisation; note: potency is the fitted concentration of half-maximal effect; % of control where 0% means no effect; many of its hits are not listed in these tables
Target sequence (O00255 whole entry, looked up): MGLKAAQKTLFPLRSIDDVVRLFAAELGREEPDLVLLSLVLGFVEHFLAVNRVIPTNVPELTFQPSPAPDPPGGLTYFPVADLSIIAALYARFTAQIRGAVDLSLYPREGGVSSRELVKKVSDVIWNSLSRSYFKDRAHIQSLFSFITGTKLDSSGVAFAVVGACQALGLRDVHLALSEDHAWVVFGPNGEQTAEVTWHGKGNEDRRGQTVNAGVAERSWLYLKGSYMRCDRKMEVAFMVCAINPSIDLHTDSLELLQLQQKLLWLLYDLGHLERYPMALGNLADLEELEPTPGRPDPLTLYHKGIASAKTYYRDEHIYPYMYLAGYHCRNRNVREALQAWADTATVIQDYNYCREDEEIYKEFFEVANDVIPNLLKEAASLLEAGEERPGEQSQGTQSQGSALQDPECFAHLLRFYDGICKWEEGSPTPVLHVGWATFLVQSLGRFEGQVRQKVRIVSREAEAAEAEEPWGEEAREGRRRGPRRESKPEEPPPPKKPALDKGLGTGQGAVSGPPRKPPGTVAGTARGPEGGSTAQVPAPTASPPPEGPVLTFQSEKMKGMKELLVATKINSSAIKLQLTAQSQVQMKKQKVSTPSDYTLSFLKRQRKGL
RORgamma inh: ROR gamma (mouse) transcription inhibition. Drosophila S2 Gal4-RORgamma UAS-luciferase reporter, 20 h. Potency, µM (titrated, usually from 53.6 µM), inactives show at the top dose activity change, negative = inhibition, usual class: inhibitors. actives 5.4% (n = 310,000). P51450; note: potency is the fitted concentration of half-maximal effect; % is set by controls: 0 for no effect and ±100 for the full control effect; nearly all actives have a fitted effect of over 60% in size
Target sequence (P51450 whole entry, looked up, the tested form may be a part): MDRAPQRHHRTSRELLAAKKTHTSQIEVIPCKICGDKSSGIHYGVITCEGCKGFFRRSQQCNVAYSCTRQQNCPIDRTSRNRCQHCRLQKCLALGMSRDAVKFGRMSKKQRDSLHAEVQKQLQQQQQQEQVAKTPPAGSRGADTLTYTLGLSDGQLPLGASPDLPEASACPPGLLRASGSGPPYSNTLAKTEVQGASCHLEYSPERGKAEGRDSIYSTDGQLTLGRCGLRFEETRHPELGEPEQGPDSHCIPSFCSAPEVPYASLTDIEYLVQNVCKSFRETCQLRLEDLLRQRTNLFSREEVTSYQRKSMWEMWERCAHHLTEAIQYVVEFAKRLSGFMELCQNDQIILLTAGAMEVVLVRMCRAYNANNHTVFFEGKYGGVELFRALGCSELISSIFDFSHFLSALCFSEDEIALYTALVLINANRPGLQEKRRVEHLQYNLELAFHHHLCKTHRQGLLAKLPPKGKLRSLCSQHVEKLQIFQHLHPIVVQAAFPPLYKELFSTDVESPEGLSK
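Luminescence from a UAS-regulated Photinus luciferase reporter in stably transfected Drosophila Schneider cells is measured; decreased signal marks ROR gamma inhibition. Fusion expression is induced by 700 uM copper sulfate for 20 hr.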
ELG1 genotoxic: genotoxicity induction in ELG1-luciferase HEK293T cells | Potency, µM (doses to about 46 µM), for inactives: top-dose activity change, positive = activation, hits mostly activators | HEK293T ELG1-luciferase reporter, luminescence, 16 h | actives 1.3% (n = 330,000); note: potency is the fitted concentration of half-maximal effect; % of control where 0% means no effect; nearly all actives have a fitted effect of over 60% in size
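16 hr compound incubation (37 °C, 5% CO2) of HEK293T cells carrying luciferase-tagged ELG1; luciferase then measured by ONE-Glo luminescence after 30 min at RT.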
BRCA1 expr up: activators of BRCA1 expression. Potency, µM (titrated, usually from 46.1 µM), without a hit: at the top dose activation, hits mostly activators. AID 624202. actives 1.1% (n = 380,000). MCF7-BRCA1-FFLuc reporter, luminescence, 48 h; response scale: scaled: vehicle 0%, 10 µM genistein 100%; note: potency is the fitted concentration of half-maximal effect; nearly all actives have a fitted effect of over 80% in size; some results filed as inactive show a strong effect at the top dose
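Compounds are tested at multiple concentrations on MCF7 BRCA1-luciferase reporter cells seeded at 2000 per well; after 48 h, a single luminescence end-point is taken and curves fitted to the normalized data.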
NPC1 prom act: activators of NPC1 promoter. Huh7 NPC1 promoter luciferase reporter, 24 h. actives 2.4% (n = 320,000). Potency, µM (top dose mostly 9.22 µM), for the others: top-dose activation, most hits filed as activators. AID 485313;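 note: potency is the fitted concentration of half-maximal effect; % of control where 0% means no effect; nearly all actives have a fitted effect of over 60% in size; reporter is driven by a mutant NPC1 promoter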
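Quantitative HTS used a cell-based reporter: Huh7 cells stably bearing the NPC1 promoter upstream of luciferase were treated with compounds for 24 h, and promoter activation was read as luminescence.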
FLuc modulator: counter-screen for miR-21 project: firefly luciferase inhibitors or activators; P08659; purified FLuc, Km substrates, luminescence inhibition; Potency, µM (titrated, usually from 57.5 µM), without a hit: at the highest dose activity change, negative = inhibition, most hits filed as inhibitors; actives 6.9% (n = 360,000); AID 588342;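 note: potency is the fitted concentration of half-maximal effect; plate controls were vehicle for no effect and reference inhibitor for full effect; nearly all actives have a fitted effect of over 55% in size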
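Biochemical qHTS of compounds, final roughly 60 µM downward over six points, against 10 nM purified firefly luciferase using Km concentrations of substrates (10 uM D-luciferin, 10 uM ATP) in Tris acetate pH 7.5 buffer; luminescence output.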
p53 reactivator: restores transcriptional activity of mutant p53; H1299 p53-A138V BP100-luciferase reporter, luminescence, 24 h; Potency, µM (titrated, usually from 92.2 µM), for inactives: top-dose activity change, positive = activation, most hits filed as activators; actives 0.063% (n = 320,000); AID 504706; note: potency is the fitted concentration of half-maximal effect; % of control where 0% means no effect; nearly all actives have a fitted effect of over 45% in size
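H1299 (p53-null), stable ts p53-A138V + BP100-Luc; 1000 cells/well, Opti-MEM/10% FBS; cpd 4 pt, 1:5; 24 h, 37 deg C, 5% CO2; detection reagent 10 min RT; luminescence.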
Giardia kill: kills Giardia lamblia; Giardia lamblia trophozoite viability; activity change, % at 7.66 µM, hits read low; actives 0.15% (n = 340,000); AID 540267; in the data active = activity change below about -80%; inconclusive = between about -30% and that limit;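 note: parasites exposed to compound for two days anaerobically before the ATP read; % is set by controls: 0 for no effect and ±100 for the full control effect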
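Luminescent ATP signal served as the viability read-out, measured 15-30 min after adding ATP detection reagent to trophozoites that had been incubated with compounds for 48 hrs at 37 deg C anaerobically at 100 cells/well.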
An asterisk follows results filed as active; ? = inconclusive; / = not tested or not shown. Unless noted, calls come from the whole dose curve; as a rule, active = well fitted curve in the direction sought with a large enough effect; inconclusive = small, poorly fitted or top-dose-only effect, or another doubt; inactive = no such curve, though single readings can be large; an effect the other way counts as inactive or inconclusive. Only part of the results is shown (hit frequency here may not be typical).

Results follow in this order: NPC1 prom act, VP16 counter, Menin MLL FP TR, p53 reactivator, RORgamma inh, BRCA1 expr up, FLuc modulator, Giardia kill, Rab9 promoter act, ELG1 genotoxic, PKM2 activator
1. CN1CCN(S(=O)(=O)c2ccc(NC(=S)NC(=O)C3CCC3)cc2)CC1
 : -4.5%, -1.6%, 14.2%, -5.6%, -5.8%, 6.3%, 0.9%, -16.8, -2.8%, -2.5%, -6.7%
2. S=C1NCCNC(=S)NCCOCCN1
 : -2.6%, -0.8%, 5.9%, -0.4%, 0.9%, -23.2%, -0.1%, -19.4, -0.7%, -0.5%, 7.4%
3. CCC1CCCCN1C(=O)N[C@@H](Cc1ccccc1)C(=O)O (some centres not stated)
 : 2.0%, 1.0%, 13.0%, 5.7%, 2.6%, 5.0%, -1.0%, -12.6, 6.0%, 0.6%, -6.0%
4. Cc1cc2nc(/C(C#N)=C/c3ccncc3)[nH]c2cc1C
 : -2.9%, 0.3%, 10.3%, -3.3%, -14.8%, ?, -19.3%, -18.5, -4.7%, ?, -4.6%
5. COCCN(C(=O)CNC(=O)c1ccco1)C(C(=O)NC1CCCCC1)c1cccnc1 (configuration not stated)
 : 2.4%, 3.6%, 7.6%, 5.7%, -4.3%, -5.8%, 2.5%, -5.7, -3.0%, 4.0%, -9.0%
6. NNC(=O)c1cccc(S(=O)(=O)Nc2cc(Cl)ccc2Cl)c1
 : -3.5%, -13.2%, /, -2.4%, 6.1%, 0.0%, 0.9%, -17.2, ?, -0.3%, ?
7. COCCCNc1nc2ccccc2nc1NS(=O)(=O)c1ccc(Cl)cc1
 : -0.9%, -1.8%, ?, -7.7%, 17.4%, -22.6%, -2.4%, 4.0, -2.2%, -8.3%, /
8. CC(NC(=O)c1ccc(OC2CCN(Cc3ccccn3)CC2)cc1)c1ccccc1 (configuration not stated)
 : -3.6%, 13.0%, -16.6%, 1.3%, 2.0%, -0.1%, -2.2%, 12.6, -3.3%, -0.3%, ?
9. C/C(N)=C(/C#N)C(=O)COC(=O)CCSc1ccccc1Cl
 : 4.0%, ?, ?, 4.5%, 11.2µM*, 15.9%, ?, -3.8, -0.1%, 5.7%, -0.5%
10. CCOc1ccc(NC(=O)CN2CCN(CC(=O)Nc3ccc(F)cc3)CC2)cc1
 : -0.2%, -3.8%, -18.3%, -5.5%, 21.5%, -32.1%, 0.0%, -1.0, 3.5%, 0.0%, 1.2%
11. CC1(NC(=O)CCc2nc3sc4c(c3c(=O)[nH]2)CCCC4)CCS(=O)(=O)C1 (configuration not stated)
 : 3.4%, /, /, 1.0%, /, -16.5%, -0.1%, -7.1, -2.2%, 0.0%, /
12. CCCS(=O)(=O)Nc1ccc(N2CCCCC2)c(S(=O)(=O)Nc2ccccc2OC)c1
 : -8.9%, /, /, 18.2%, /, -55.2%, -2.7%, -2.0, -9.8%, -4.7%, /
13. c1ccc(CNc2nc(-c3cccnc3)cs2)cc1
 : 17.2%, ?, -0.7%, -2.0%, -23.4%, 3.3%, ?, -2.0, 15.3%, -8.4%, 1.6%
14. COc1cccc(CN2C(=NC(=O)CCC3CCCC3)SC3CS(=O)(=O)CC32)c1 (configuration not stated)
 : 4.7%, ?, /, -6.4%, ?, -3.9%, -0.5%, 3.6, -6.4%, 9.3%, /
15. COc1ccc(CCC(=O)OCC(=O)Nc2ccccc2OC(F)F)cc1OC
 : 0.7%, -7.6%, -5.0%, -0.3%, -17.9%, 0.0%, -2.7%, -5.2, -2.6%, -0.1%, 21.5%
16. CC(=O)c1c(C)[nH]c(C(=O)COc2cc(C)ccc2C(C)C)c1C
 : -13.7%, -2.1%, 0.5%, -4.2%, 14.1%, -71.9%, -1.5%, -2.4, -26.9%, -3.4%, -1.6%
17. COC(=O)c1ccccc1NC(=O)CSc1nccc(C)n1
 : 1.5%, 18.6%, 2.8%, 0.0%, 2.2%, 30.9%, 1.7%, -1.3, -1.6%, 0.7%, 0.8%
18. COc1ccc(N(CC(=O)NCCc2ccccc2)C(=O)CCC(=O)Nc2ccccn2)cc1
 : -1.3%, 13.4%, -7.9%, -0.4%, 12.8%, -6.9%, -0.1%, 12.4, -0.1%, 2.2%, -0.9%
19. COc1ccc(CCNCC(O)COc2cccc(Br)c2)cc1OC (configuration not stated)
 : -2.2%, -4.6%, /, -5.1%, 7.6%, 0.0%, 0.7%, ?, -4.1%, -3.6%, 0.4%
20. CCCCn1c(N)c(N(CC)C(=O)c2ccccc2C)c(=O)[nH]c1=O
 : 2.2%, 8.5%, -0.7%, -4.0%, 22.8%, 12.1%, 1.4%, 8.7, -7.7%, 0.4%, 2.4%
21. CCOC(=O)c1ccc(Oc2cc(C)nc(Cl)n2)cc1
 : -0.7%, -8.6%, /, 0.0%, 7.4%, 12.1%, -3.0%, -8.2, -2.6%, 0.5%, -4.5%
22. O=[N+]([O-])c1cc(-c2cnc3ccccc3n2)ccc1Cl
 : -0.6%, 19.1%, 14.0%, ?, 1.4%, -19.2%, 0.5%, 5.2, 12.2%, 3.5%, 5.6%
23. Cc1cc(-c2nnc(CCC(=O)N3CCN(Cc4cccc(F)c4)CC3)o2)c(C)o1
 : -7.9%, -0.2%, -20.8%, 6.2%, ?, 27.2%, -15.1%, -10.4, -2.9%, 1.6%, 3.0%
24. Cc1ccc(N2C(=O)C(CC(=O)Nc3cccc(F)c3)N(CCc3ccncc3)C2=O)cc1 (configuration not stated)
 : -5.7%, 6.1%, 25.6%, -3.3%, 5.3%, 0.9%, 0.3%, -21.0, -4.3%, -3.5%, 0.6%
25. CCc1cccc(NC(=O)[C@@H]2CCCN2C2=NS(=O)(=O)c3ccccc32)c1
 : -2.3%, /, /, -6.1%, /, -17.1%, -1.8%, -12.2, -4.2%, 2.4%, /
26. O=C1C2C3CCC(O3)C2C(=O)N1c1cc(OCC(F)F)cc([N+](=O)[O-])c1 (configuration not stated)
 : -0.8%, /, /, 20.8%, /, -2.0%, 6.0%, -5.3, -4.0%, 1.3%, /
27. CCOC(=O)C1=C(CC)Nc2ccccc2N=C1NC(=O)CCN1C(=O)C2CCCCC2C1=O (configuration not stated)
 : 11.3%, 4.4%, -9.9%, 0.9%, 30.8%, -38.6%, 4.9%, 7.5, -0.2%, -9.1%, -4.0%
28. Cc1ccc([N+](=O)[O-])cc1S(=O)(=O)N1CCCC1
 : -2.0%, -11.9%, -7.2%, -24.7%, -34.9%, 1.8%, 3.0%, -10.4, 0.5%, ?, -6.1%
29. COc1cc(C(=O)NCC(=O)N/N=C/c2c(C)[nH]c3ccccc23)cc(OC)c1OC
 : 1.8%, -2.8%, /, -2.0%, 18.2%, -17.6%, -1.9%, 26.6, -4.5%, 0.8%, -2.4%
30. O=C(COc1nnnc2ccccc12)N1CCCc2ccccc21
 : -4.7%, -0.7%, -13.4%, -7.5%, ?, 16.9%, 1.0%, 1.1, -2.6%, 3.5%, 4.2%
31. Cc1ccc(S(=O)(=O)NCCCCC(NC(=O)OC(C)(C)C)C(=O)O)cc1 (configuration not stated) (tested in a mixture with another compound)
 : -1.6%, -12.8%, 13.1%, 5.1%, ?, -19.8%, -1.7%, 17.5, 3.7%, 0.6%, -28.9%
32. CC(CNC(=O)c1ccc2c(c1)OCO2)c1ccc([N+](=O)[O-])cc1 (configuration not stated)
 : -3.7%, 2.8%, -4.1%, 13.4%, -7.7%, 41.6%, -2.1%, -14.6, -1.6%, -4.0%, 2.7%
33. COc1cc(NC(=O)c2cccc(F)c2)cc(OC)c1OC
 : 2.9%, -9.5%, 1.9%, -4.4%, -17.3%, -20.3%, -5.7%, -19.6, -7.0%, 7.9%, -6.4%
34. [O-][n+]1c2c(nc3c1-c1ccccc1C3O)CCCC2 (configuration not stated)
 : 25.3%, 4.8%, -10.5%, 8.6%, 1.5%, /, -3.7%, /, ?, ?, -10.9%
35. COc1ccccc1NS(=O)(=O)c1cccc(C(=O)NCC(c2ccc(F)cc2)N2CCOCC2)c1 (configuration not stated)
 : -1.9%, /, /, 0.3%, /, -6.8%, 2.8%, -14.5, -3.0%, -1.5%, /
36. CCOC(=O)N1CCN(CCC(=O)Nc2ccc(OC)cc2)CC1
 : -3.0%, 1.3%, -20.7%, 4.4%, 9.3%, -0.5%, 2.3%, -12.0, -4.6%, -0.6%, -4.7%
37. CCOC(=O)N1N=C(C)CC1(O)c1ccccc1 (configuration not stated)
 : 0.0%, 3.0%, 4.4%, -2.2%, 15.8%, -6.7%, 7.1%, -4.0, -0.3%, 1.0%, 0.1%
38. CCn1c(=O)n(CC)c2cc(S(=O)(=O)NCCOc3ccccc3)c(C)cc21
 : 0.2%, 4.4%, ?, -5.7%, ?, -30.8%, 11.5%, -2.0, -0.1%, -8.2%, -0.5%
